12-LOX inh = inhibitors of human 12S-lipoxygenase ALOX12. P18054. purified 12hLO, xylenol orange hydroperoxide absorbance. Potency, µM (top dose mostly 108 µM), inactives show top-dose activity change, negative = inhibition, actives largely listed as inhibitors. 1.1% of 580,000 active; note: potency is the fitted concentration of half-maximal effect; % is set by controls: 0 for no effect and ±100 for the full control effect
Target sequence (P18054 whole entry, looked up): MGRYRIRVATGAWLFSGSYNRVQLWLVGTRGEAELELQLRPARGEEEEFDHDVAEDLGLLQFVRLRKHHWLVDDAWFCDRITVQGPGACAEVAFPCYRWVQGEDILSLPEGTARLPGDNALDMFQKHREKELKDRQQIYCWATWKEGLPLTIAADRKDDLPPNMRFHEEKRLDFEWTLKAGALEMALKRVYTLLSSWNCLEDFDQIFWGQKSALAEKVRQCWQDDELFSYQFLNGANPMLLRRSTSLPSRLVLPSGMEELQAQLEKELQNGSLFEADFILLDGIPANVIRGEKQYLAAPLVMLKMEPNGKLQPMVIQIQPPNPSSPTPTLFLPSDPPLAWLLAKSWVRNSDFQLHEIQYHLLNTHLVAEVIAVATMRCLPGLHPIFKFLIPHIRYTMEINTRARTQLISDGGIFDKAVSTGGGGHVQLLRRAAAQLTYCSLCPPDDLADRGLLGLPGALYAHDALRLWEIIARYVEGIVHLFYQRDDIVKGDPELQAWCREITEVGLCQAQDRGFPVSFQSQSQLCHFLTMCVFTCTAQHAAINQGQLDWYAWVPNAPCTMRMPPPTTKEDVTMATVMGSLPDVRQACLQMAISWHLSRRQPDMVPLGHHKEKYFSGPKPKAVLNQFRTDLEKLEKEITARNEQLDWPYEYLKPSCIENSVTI
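Purified human 12hLO at 150 nM in 25 mM Hepes, 0.01% Triton X-100, pH 7.0, preincubated 15 min at room temperature with compound. Reaction started with 40 uM arachidonic acid, 30 min at room temperature. Hydroperoxide measured by Fe-xylenol orange, 573/405 nm absorbance ratio.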
ERG Ets-DNA blk = inhibitors of human ERG Ets domain-DNA interaction | P11308 | fluorescence polarization, His-ERG Ets domain / labelled DNA | Potency, µM (highest dose often 76.9 µM), inactives show at the top dose FP activity, negative = inhibition, actives largely listed as inhibitors | 0.028% of 370,000 active; active = well fitted inhibition curve with a large enough effect in the polarisation, with a control signal flat; inconclusive = small, poorly fitted or top-dose-only effect, or effect the other way, or a change in a side signal; inactive = no such curve, though single readings can be large or run the other way; the % refers to the polarisation;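 note: polarization taken with two DNA probes labelled with fluorescein and Texas red; potency is the fitted concentration of half-maximal effect; % of control where 0% means no effect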
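His-tagged ERG Ets domain (1 uM in the protein solution; 300mM KCl, 50mM Tris-HCl, 1mM EDTA, 1mM DTT, pH 7.5) received compound, then a probe mix of 5 nM fluorescein-DNA and 100nM Texas-615-DNA. Fluorescence polarization was read for both dyes.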
Vif-APOBEC3G blk = blocks the Vif interaction with human APOBEC3G; 0.076% of 410,000 active; AID 602310; Q9HC16; HeLa A3G-eYFP + Vif (tagged APOBEC3G with the HIV-1 protein that degrades it), YFP fluorescence, overnight; Potency, µM (top dose mostly 46.1 µM), inactives show at the highest dose activity, negative = active, hits mostly inhibitors;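 note: potency is the fitted concentration of half-maximal effect; % is set by controls: 0 for no effect and ±100 for the full control effect; nearly all actives have a fitted effect of over 60% in size; hits raise eYFP signal because A3G escapes Vif-driven loss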
Target sequence (Q9HC16 whole entry, looked up): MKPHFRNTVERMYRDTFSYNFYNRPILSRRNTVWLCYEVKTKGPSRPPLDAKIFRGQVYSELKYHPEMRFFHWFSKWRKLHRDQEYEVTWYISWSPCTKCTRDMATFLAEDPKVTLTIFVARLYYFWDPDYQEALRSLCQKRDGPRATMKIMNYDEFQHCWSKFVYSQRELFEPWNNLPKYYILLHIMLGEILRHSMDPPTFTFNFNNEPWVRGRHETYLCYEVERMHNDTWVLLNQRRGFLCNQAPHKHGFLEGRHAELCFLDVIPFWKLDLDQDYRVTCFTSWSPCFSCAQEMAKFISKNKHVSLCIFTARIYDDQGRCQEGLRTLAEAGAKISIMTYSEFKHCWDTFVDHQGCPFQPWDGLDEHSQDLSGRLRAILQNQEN
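Read-out is eYFP fluorescence (Ex 488/Em 500-530) from Vif-expressing HeLa A3G-eYFP cells; more signal means A3G escaped Vif-mediated degradation. Cells plated overnight, compound pinned in, incubated overnight at 37 deg C.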
RGS4 inh = blocks human RGS4-accelerated GTP hydrolysis; Potency, µM (highest dose often 114 µM), without a hit: at the top dose activity change, negative = inhibition, actives largely listed as inhibitors; 0.039% of 390,000 active; Transcreener GDP fluorescence polarization, RGS4-accelerated GTP hydrolysis; P49798; note: potency is the fitted concentration of half-maximal effect; % is set by controls: 0 for no effect and ±100 for the full control effect; nearly all actives have a fitted effect of over 75% in size; some results filed as inactive show a strong effect at the top dose
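MLSMR compounds (23 nl, pin-transferred) preincubated 10 min at room temperature with a 500nM (2x) first reagent, then RGS4 at 900nM (2x) plus Transcreener GDP mix added; fluorescence polarization (620/688 nm) read before and after 90 min at 30 °C.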
D2 agonist = D2 dopamine receptor (human) agonism; P14416; HEK293 T-REx D2 cells, calcium flux agonist mode; activation, % at 2 µM; 0.53% of 340,000 active; AID 485358;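 active = activation over 3 SD above normal in the single-dose calcium agonist read, cut at about 30% in these data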; note: 0% is about no effect
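In this primary screen, compounds producing a positive calcium signal within 180 s of addition to tetracycline-induced, force-coupled HEK293 Trex D2 cells are flagged; cells are dye-loaded with a no-wash calcium kit beforehand.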
LDHA inh = blocks human lactate dehydrogenase A. P00338. purified LDHA, NADH/diaphorase-resazurin fluorescence; stronger effect = lower value. activity change, % (values are at about 110 or 230 µM). 0.15% of 480,000 active; in the data active = activity change below about -30%; inconclusive = mostly about -25% to -30%;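 note: plate controls were DMSO wells for no effect and wells without enzyme for full effect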
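Resorufin fluorescence (ex540/em590), read at 0 and 20 min after diaphorase/resazurin addition, reports the NADH left after a 5 min room-temperature reaction of 2 nM human LDH5 with 0.06 mM NADH and 0.2 mM pyruvate.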
D2 antagonist = D2 dopamine receptor (human) antagonism | AID 485344 | 2% of 340,000 active | HEK293 TREx D2 cells, calcium flux, dopamine EC80 | inhibition, % at 10 µM | P14416; in the data active = inhibition above about 30%; note: 0% is about no effect
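Compounds are added to dye-loaded, induced HEK293 T-REx cells coupled to calcium release via D2; after a 3 min kinetic read an EC80 dopamine stimulus is given and fluorescence is recorded for 3 more min.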
Vif-APOBEC3F blk = Vif-A3F binding inhibition; HeLa A3F-eYFP + Vif (tagged APOBEC3F with the HIV-1 protein that degrades it), YFP fluorescence increase; Potency, µM (series often up to 46.1 µM), without a hit: at the top dose activity, negative = active; 0.2% of 390,000 active; note: potency is the fitted concentration of half-maximal effect; % of control where 0% means no effect; nearly all actives have a fitted effect of over 65% in size
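HeLa cells stably expressing Vif plus C-terminally eYFP-tagged A3F were seeded, incubated overnight at 37 deg C, dosed with compound, incubated overnight again at 37 deg C. Yellow fluorescence (Ex 488/Em 500-530) reported blocked Vif-mediated A3F-eYFP degradation.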
Glioma ERSR ind = ER stress response induction in glioma. Potency, µM, inactives show at the top dose activation, hits mostly activators. U87-MG GRP78 promoter luciferase reporter, 16 h. AID 602332. 0.02% of 420,000 active; note: potency is the fitted concentration of half-maximal effect; series mostly up to about 76 µM; % of control where 0% means no effect; nearly all actives have a fitted effect of over 35% in size
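ERSR induction read as luciferase luminescence (Bright-Glo, 10 min at room temperature) in stably transfected human U87-MG glioma cells exposed to compounds for 16 h, using GRP78 as sensor.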
Numbers without * were called inactive; ? = inconclusive; · = no result given; & = joins results of further samples; [ ] = dose if it differs, or a comment. Unless noted, calls come from the whole dose curve; as a rule, active = well fitted curve in the direction sought with a large enough effect; inconclusive = small, poorly fitted or top-dose-only effect, or another doubt; inactive = no such curve, though single readings can be large; an effect the other way counts as inactive or inconclusive.

SMILES | 12-LOX inh | ERG Ets-DNA blk | Vif-APOBEC3G blk | RGS4 inh | D2 agonist | LDHA inh | D2 antagonist | Vif-APOBEC3F blk | Glioma ERSR ind
COc1ccc2[nH]c(=O)c(CN(C(=O)c3cccnc3)c3cc(C)ccc3C)cc2c1 | -3% | 3% | -1% | 20% | 2.2 | -13 | -2 | 6% | -2%
O=[N+]([O-])c1ccccc1/C=C\C=N\N1CCN(c2ccccc2)CC1 | -10% | -4% | 1% | -7% | 0.2 | -20 | -3 | 4% | 5%
O=C(Cc1ccc(Br)cc1)Nc1ccccc1Cl | -9% | 1% | 2% | 6% | 0.4 | -7 | -2 | -15% | -2%
CCC(C)NS(=O)(=O)c1ccc(N2CCCCS2(=O)=O)cc1 (centres undefined) | -16% | 4% | 0% | -21% | -3.3 | 1 | · | 0% | -1%
CCCn1c2ccccc2c2cnn(CC(=O)NCCN(C)C)c(=O)c21 | 0% | -2% | 1% | -29% | 0.3 | -11 | 1 | -4% | -1%
CC(=O)c1sc(-c2ccccc2)cc1N | 0% | 22% | -10% | 27% | -1.5 | -6 | -1 | 1% | 0%
CCOc1cc(NC(=O)c2ccco2)c(OCC)cc1NC(=O)Cc1ccc(OC)c(OC)c1 | -3% | 7% | -8% | -31% | · | 5 | · | -3% | 0%
COC(=O)c1ccc(NC(=O)c2cc(-c3ccccn3)nc3ccccc23)cc1 | 7% | -3% | 1% | -19% | -0.3 | -2 | 12 | -8% | -3%
CC(C)c1cc(C(N)=O)c(NC(=O)C2CCC2)s1 | -16% | 2% | 1% | -6% | -0.4 | 9 | -4 | 10% | -1%
Cc1cccc(N(C)S(=O)(=O)c2csc(C(N)=O)c2)c1 | -3% | -8% | -1% | -9% | 0.3 | -6 | -14 | -39% | 2%

Of the compounds above, 2 have two or more sulfur atoms:
SMILES | 12-LOX inh | ERG Ets-DNA blk | Vif-APOBEC3G blk | RGS4 inh | D2 agonist | LDHA inh | D2 antagonist | Vif-APOBEC3F blk | Glioma ERSR ind
CCC(C)NS(=O)(=O)c1ccc(N2CCCCS2(=O)=O)cc1 (centres undefined) | -16% | 4% | 0% | -21% | -3.3 | 1 | · | 0% | -1%
Cc1cccc(N(C)S(=O)(=O)c2csc(C(N)=O)c2)c1 | -3% | -8% | -1% | -9% | 0.3 | -6 | -14 | -39% | 2%

Following part:
SMILES | 12-LOX inh | ERG Ets-DNA blk | Vif-APOBEC3G blk | RGS4 inh | D2 agonist | LDHA inh | D2 antagonist | Vif-APOBEC3F blk | Glioma ERSR ind
Cc1cccc(N(C(=O)c2snc(C(N)=O)c2N)C(C(=O)NCC2CCCO2)c2ccc3ncccc3c2)c1 (centres undefined) | -17% | -7% | -5% | -11% | -0.6 | -3 | 14 | 0% | -3%
COc1ccc(NS(=O)(=O)c2cccc3cccnc23)cc1 | -16% | 1% | 1% | 30% | -0.1 | 1 | -17 | -2% | -8%
COc1c2ccoc2c(OC)c2oc(=O)ccc12 | 1% | -3% | 0% | -5% | -1.6 | 1 | -6 | 9% | -3%&-2%
COc1cc(OC)cc(C(=O)OCC(=O)Nc2sccc2C(N)=O)c1 | -7% | 13% | -17% | -13% | 0.4 | -4 | 11 | -21% | -4%
N#CCCNC(=O)CCN1CCOCC1 | -4% | -3% | -1% | -3% | -0.7 | -6 | -6 | 7% | -3%
COc1ccc(-c2csc(C(O)c3ccc(OC)cc3)n2)cc1 (centres undefined) | -4% | · | -11% | · | · | -4 | · | · | 0%
CC(C)NC(=O)c1ccc(-c2ccc(Cl)c(C(F)(F)F)c2)o1 | -11% | 10% | 0% | 19% | -2.4 | -5 | -22 | -12% | -4%
CS(=O)(=O)N(CC(=O)NCCC1=CCCCC1)c1ccc2c(c1)OCO2 | -10% | 0% | 0% | -6% | -0.3 | -5 | -14 | -11% | -4%
CC(C)(O)c1nnn(-c2ccccc2)c1C(F)(F)F | 105%[activator] | -10% | 0% | 27% | -1.7 | -9 | -6 | · | -3%
O=[N+]([O-])c1cc(-c2ccccc2)cc([N+](=O)[O-])c1O | ? | 0% | -5% | 4% | · | 0 | · | 1% | 2%
Cc1ccc(-c2nc(CS(=O)CC(=O)O)c(C)o2)cc1 (centres undefined) | ? | -9% | 5% | 12% | 0.1 | -4 | · | 0% | -4%
COC(=O)N(C)C[C@H]1OCc2cnnn2CCCC(=O)N([C@H](C)CO)C[C@H]1C | ? | · | -7% | · | · | 1 | · | -9% | -5%
CN(C)S(=O)(=O)c1ccc(Cl)c(NC(=O)CSc2nc3c(cc2C#N)C(=O)CC(C)(C)C3)c1 | -16% | -7% | -1% | -5% | 1.5 | 1 | 11 | 4% | -3%
CC(C)(C)C(=O)NC1(C(F)(F)F)C(=O)Nc2c1c(=O)[nH]c(=O)n2-c1ccccc1 (centres undefined) | -4% | -11% | 1% | 0% | 0.6 | -1 | · | 1% | 2%
CNC(=S)N1CCN(c2c(F)cc3c(=O)c(C(=O)O)cn(C4CC4)c3c2OC)CC1C (centres undefined) | ? | 4% | -5% | -32% | 0.4 | 7 | 15 | 0% | -5%
Cc1ccc2cc(CN(CCN3CCCC3)C(=O)Nc3ccc(F)cc3)c(=O)[nH]c2c1C | 0% | 0% | 2% | -9% | 0.7 | -1 | -16 | 1% | -6%
Cc1ccc(N(CC(=O)NCc2ccccc2Cl)S(=O)(=O)c2c(C)noc2C)cc1 | 4% | 1% | -1% | -36% | -1.5 | -3 | -10 | -9% | -8%
CCCn1c(=O)[nH]c(=O)c2c1nc(-c1ccccc1)n2CCN1CCOCC1 | 5% | -1% | -1% | -13% | 0.1 | -5 | -29 | · | ?
COc1ccc(OC)c(NC(=O)CS(=O)(=O)Cc2nc(-c3ccc(C)cc3)oc2C)c1 | ? | -1% | 1% | -18% | -0.7 | 5 | · | 2% | -3%
O=S(=O)(NCC1CCCO1)c1ccc(S(=O)(=O)N(Cc2ccccn2)C2CC2)cc1 (centres undefined) | -3% | 3% | 4% | -10% | 0.5 | 0 | 74* | 1% | 0%
CCOc1cccc(OCCOCCN(C)C)c1 | ? | -3% | 1% | 30% | 0.0 | -22 | -13 | -9% | -4%
CC(=O)N1N=C(N)SC1c1cccc([N+](=O)[O-])c1 (centres undefined) | 4% | 3% | -7% | 16% | 1.2 | -2 | -3 | -9% | -2%
NS(=O)(=O)c1cc(C(=O)Nc2ccc3c(c2)OCCCO3)ccc1Cl | 17% | 14% | -4% | 6% | -0.3 | -6 | 10 | -2% | 0%
Cc1cc(C)n2nc(C)c(Br)c2n1 | 11% | 1% | -2% | -1% | 0.6 | -6 | -4 | -10% | -2%
O=C1CC(N2CCN(Cc3ccc4c(c3)OCO4)CC2)C(=O)N1Cc1ccc(N2CCCC2=O)cc1 (centres undefined) | -9% | -8% | 0% | 14% | 54* | 0 | 21 | -9% | -2%
CC1=NN(C(=O)COc2ccc(C)c(C)c2)C(O)(c2ccccc2)C1 (centres undefined) | 12% | -2% | 0% | -13% | 1.4 | 0 | -6 | -2% | -3%
CCCN(CCC)C(=O)c1ccc2c(c1)S(=O)(=O)c1ccccc1C2=O | 6% | -5% | 0% | -15% | -2.3 | -1 | -4 | -7% | -3%
Cc1ccc(C(NC(=O)C2CCN(CCOc3ccc(Cl)cc3Cl)CC2)c2ccccn2)cc1 (centres undefined) | 56µM* | · | -13% | · | · | 2 | · | · | -2%
Cn1cncc1C#Cc1c(-c2ccc(S(C)(=O)=O)cc2)sc2ccccc12 | 12% | 11% | -3% | -51% | · | 10 | · | -11% | -1%
Cc1nccn1CCC(=O)O | ? | -4% | 2% | -16% | 0.0 | -1 | -3 | 2% | -5%
O=C(N/C(=C\c1ccccc1)C(=O)N1CCCCC1)c1ccc(Br)o1 | 4% | -7% | 0% | -21% | -1.8 | -3 | -9 | 3% | -3%
O=c1c2c(n3cnnc3n1-c1ccccc1)-c1ccccc1CC21CCCCC1 | -5%&0% | 0% | -1% | -7% | 0.2 | -2&-5 | 5 | 0% | -1%
COCCOC(=O)c1c(NC(=O)CN(C)c2ccccc2)sc(C(N)=O)c1C | -9% | 8% | -2% | 33% | 0.6 | -11 | 7 | 1% | 5%
COc1cccc(NC(=O)CSc2nnc(COc3ccc(Cl)cc3)o2)c1 | -17% | 7% | 1% | -14% | · | -1 | · | -2% | -4%
COc1ccc(OC)c(C(=O)CC2(O)C(=O)N(Cc3ccccc3C)c3ccccc32)c1 (centres undefined) | -16% | 1% | 2% | -27% | -1.1 | -3 | · | -3% | -4%
Cc1ccc(S(=O)(=O)N2CCN(C(=O)c3cc(-c4cccs4)nn3-c3ccccc3)CC2)cc1 | -3% | · | 1% | -13% | · | -1 | · | 3% | -1%
COc1ccccc1N1CCN(S(=O)(=O)CCNC(=O)C(c2ccccc2)c2ccccc2)CC1 | -5% | -3% | 4% | -6% | · | -11 | · | 3% | 1%
Cc1cc(Cl)c(OCCOCCN2CCCC(C)C2)c(Br)c1 (centres undefined) | -23% | -13% | 2% | -28% | -1.3 | -17 | 30 | -12% | -2%
CCOc1ccc(S(=O)(=O)NCC2CCCO2)cc1NC(=O)c1ccccc1F (centres undefined) | 0% | 2% | -2% | -13% | -2.1 | -2 | -7 | 3% | 1%
CC(C)C(=O)N1CCN(c2ccccc2NC(=O)Cc2ccc(Cl)cc2)CC1 | -11% | 4% | -1% | -25% | 0.7 | -2 | -27 | -2% | -5%
COc1ccccc1N(CCC#N)C(=O)CSc1nc(-c2ccccc2)cn1N | 0% | 4% | 0% | 15% | 0.7 | -2 | -10 | · | 2%

Assay outcomes deposited in PubChem BioAssay by National Center for Advancing Translational Sciences (NCATS).

Some of the compounds tested; the hit share may differ from the screen's.
